Screens as filed in PubChem BioAssay.
M. tuberculosis HTS: M. tuberculosis growth inhibition, HTS (AID 449762); M. tuberculosis H37Rv growth inhibition, 7H9 media; higher % means a stronger effect; inhibition, % at 25 µM; hits with a dose series show IC50 in µM; actives 0.59% (n = 330,000); in the data active = a potency from the dose series; inconclusive = inhibition above about 70% without an active follow-up result;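 also: bacterial growth assessed after seven days of incubation; strong numbers were not always called active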
tuberculosis growth: growth inhibition of non-replicating M. tuberculosis (AID 488890). Mycobacterium tuberculosis non-replicating, growth inhibition; higher % means a stronger effect. inhibition, % at 25 µM, or IC50 in µM where a hit was titrated. actives 0.39% (n = 320,000); in the data active = a potency from the dose series; inconclusive = inhibition mostly from about 82% at the one dose, without a potency; inactive = the rest, 99 in 100 with inhibition below about 76%;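 also: plate controls were DMSO cells for no effect and high antibiotic wells for full effect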
influenza NS1A: H1N1 influenza NS1A inhibitors, functional cell based assay (AID 504329) | actives 0.3% (n = 340,000) | NS1A functional cell-based assay, percent inhibition; higher % means a stronger effect | inhibition, % at 12.5 µM, or IC50 in µM where a hit was titrated; in the data active = a potency from the dose series; inconclusive = inhibition above about 27% without an active follow-up result; also: strong numbers were not always called active
Salmonella PhoP GFP: PhoP regulon inhibitors, Salmonella typhi PhoP promoter GFP reporter, confirmatory (AID 1850); inhibition, % at 50 µM; hits with a dose series show IC50 in µM; Salmonella Typhi PhoP-promoter GFP reporter, fluorescence, 4 h; higher % means a stronger effect; actives 0.33% (n = 310,000); in the data active = a potency from the dose series; inconclusive = inhibition mostly from about 25% at the one dose, without a potency; inactive = the rest, 99 in 100 with inhibition below about 19%;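 also: 0% = induced wells with vehicle and 100% = uninduced wells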
inhibitors of VEEV: inhibitors of VEEV TC-83 cytopathic effect, confirmation, Vero cells (AID 588727); Vero cells, VEEV TC-83 cytopathic effect inhibition; higher % means a stronger effect; actives 0.13% (n = 350,000); inhibition, % at 20 µM, or IC50 in µM where a hit was titrated; in the data active = a potency from the dose series; inconclusive = inhibition mostly from about 14% at the one dose, without a potency; inactive = the rest, 99 in 100 with inhibition below about 12%; also: strong numbers were not always called active
inhibitors of VEEV 10K pilot screen: further read-out of inhibitors of VEEV, marked with its call; inhibition, %; measured here: 10K pilot screen inhibition
An asterisk follows results filed as active; i = inactive; ? = inconclusive; nt = no result given.

SMILES	M. tuberculosis HTS	tuberculosis growth	influenza NS1A	Salmonella PhoP GFP	inhibitors of VEEV	others
CCc1ccc(NC(=O)C2CCCN2S(=O)(=O)c2ccc3c(c2)n(C)c(=O)c(=O)n3C)cc1 (centres undefined)	-10%	-2%	-7%	4%	0.5%
COc1ccc(-c2nc3ccc(C)cn3c2NCc2ccccc2)cc1SC1CCCCC1	5%	32%	6%	3%	i
CCn1c(Cc2ccccc2)nnc1SCC(=O)Nc1ccc(N)cc1	2%	5%	-1%	19%	0.4%
CC(/C=N/NC(=O)c1cc(-c2ccccc2)nc2ccccc12)=C\c1ccco1	-12%	19%	-6%	-6%	11%
CCc1cc2c(=O)n(-c3ccccc3)c(SCC(=O)O)nc2s1	-4%	-4%	-6%	12%	1.1%
O=C1CC(N2CCC(n3c(=O)[nH]c4ccccc43)CC2)C(=O)N1c1ccc(F)cc1 (centres undefined)	-3%	27%	-10%	-5%	1.7%
Cc1cc(C)c(C)c(OCC(=O)NCc2nc(-c3ccccc3)no2)c1	3%	-2%	-18%	6%	1.6%
Cc1cc(C(=O)CSc2nnnn2-c2ccccc2)c(C)n1-c1ccc2c(c1)OCO2	25%	42%	-3%	-2%	i
COc1ccc(N(C(=O)/C=C/c2ccc(OC)c(OC)c2)C2=CC3CCC(C2)N3C)cc1 (centres undefined)	-1%	3%	-7%	-9%	0.5%
Cn1cc(C=C2C(=O)OC3(CCCCC3)OC2=O)c2ccccc21	62%	51%	17%	1%	i
Cc1cccc(N2C(N)=C(C#N)C(C#N)(C#N)C2c2ccccc2)c1 (centres undefined)	-2%	9%	10%	2%	8.2%
COc1ccc(C(=O)OCC(=O)NC(=O)NC2CCCC2)c(OC)c1	-1%	9%	0%	9%	0.5%
Cn1cnnc1SCC(=O)NC(=O)NC1CCCC1	-8%	9%	-1%	-11%	0.7%
Cc1c(NC(=O)Nc2cc(F)c(F)cc2Cl)c(=O)n(-c2ccccc2)n1C	-10%	0%	nt	7%	i
CN(C)CCOC(=O)Cc1ccc(Cl)cc1	-9%	3%	-1%	-6%	0.6%
Cc1oc(CC(C)C)cc1C(=O)NCCCC(=O)O	2%	10%	-7%	-2%	i
Cc1ccc(C(C(=O)NCc2ccco2)N(C(=O)CNC(=O)c2cccs2)c2c(C)cc(C)cc2C)cc1 (centres undefined)	-2%	1%	-12%	-10%	i
COc1ccc(/C=N/NC(=O)c2ccc3c(c2)OCCO3)cc1[N+](=O)[O-]	28%	-12%	14%	-3%	i
O=C(NCc1ccccn1)c1cnc2sccn2c1=O	1%	-2%	8%	-1%	1.9%
COc1ccc(Nc2nc(N3CCN(S(C)(=O)=O)CC3)nc3ccccc23)c(OC)c1	3%	7%	-2%	7%	0.5%
COc1cc2c(cc1C=O)OC(C)C2 (centres undefined)	-3%	-14%	5%	7%	1.6%
Cc1ccc(-c2ccc(SCC(=O)NCC3CCCO3)nn2)cc1 (centres undefined)	0%	71%	9%	19%	i
O=C(NCCCO)/C(=C/c1ccco1)NC(=O)c1ccc(Br)o1	0%	1%	-5%	-18%	0.8%	inhibitors of VEEV 10K pilot screen=2.0
O=C1C(=O)c2ccccc2-c2ccccc21	6.3µM*	?	5%	21µM*	i
COC(=O)c1cc(NC(=O)CC2Oc3ccccc3NC2=O)cc(C(=O)OC)c1 (centres undefined)	4%	-12%	-3%	7%	0.6%
COc1cccc2sc(N(CCCN(C)C)C(=O)CCS(=O)(=O)c3ccccc3)nc12	6%	51%	10%	-1%	7.1%
O=C1CC[C@H](O)CCN1CCSc1ccc(Br)cc1	-3%	9%	1%	nt	0.3%
COc1cccc(CCC(=O)N(C)C2CCCN(Cc3ccccc3F)C2)c1 (centres undefined)	-8%	1%	2%	-6%	i
CCc1nc(SCC(=O)Nc2ccc(N(C)C)cc2)c2ccccc2n1	0%	18%	26%	27%	i
COc1cc(OC)c(OC)cc1/C=N/n1c(C)nc2ccccc2c1=O	3%	-12%	19%	4%	0.5%
CCN(CC)c1ccc(C(=C2C=CC(=[N+](CC)CC)C=C2)c2ccccc2)cc1	nt	nt	10µM*	nt	0.0%
COC(=O)C1CCN(C(=O)COC(=O)c2ccc(OC)c(S(=O)(=O)N3CCCc4ccccc43)c2)CC1	-5%	13%	0%	-5%	0.1%
Cc1cccc(-c2nnc(NC(=O)c3cccs3)s2)c1	1%	34%	4%	-2%	1.4%
O=[N+]([O-])c1ccc(S(=O)(=O)c2ccccc2)nc1	1µM*	?	-1%	-9%	i
COc1ccc(Br)cc1-c1noc(-c2ccncc2)n1	0%	5%	-6%	3%	0.2%
O=C(O)c1cnc(-c2ccccc2)nc1Oc1ccc(Cl)cc1	-8%	26%	-7%	-10%	0.2%
COc1ccc2c(c1)NC1(O)c3ccccc3C(=O)C21O (centres undefined)	0%	10%	3%	-2%	i
CN(C(=O)COC(=O)Cn1cnc2ccccc21)C1CCCCC1	-4%	-7%	-11%	nt	5.9%
C[C@H](NC(=O)OC(C)(C)C)c1nnc(SCC(=O)Nc2ccc(Br)cc2)o1	4%	10%	-27%	9%	1.9%
CCO[C@H]1OC(C(=O)NC2CC2)=C[C@@H](C)[C@@H]1CCCO	-8%	-17%	8%	3%	1.1%
C=CCn1cc(C(=O)OC)c(=O)c2cc(S(=O)(=O)N3CCCCCC3)ccc21	0%	11%	-5%	12%	0.5%
CCOC(=O)[C@H]1[C@H]2COc3cc(OC)ccc3[C@@H]2N2C(=O)N(c3cccc(Cl)c3)C(=O)[C@@]12C	-8%	25%	8%	1%	6.0%
[N-]=[N+]=NC1c2ccccc2C(=O)N1Cc1ccccc1 (centres undefined)	5%	35%	-2%	-7%	0.6%
O=C(CN1CCCCC1)NNC(=O)c1ccc([N+](=O)[O-])cc1	7%	-12%	-9%	-5%	i
COCCN(CC(=O)Nc1cccc(C)c1C)C(=O)C1(c2ccccc2)CC1	3%	3%	-20%	nt	i
Cc1cccc([C@@H]2[C@@H]3C(=O)N(Cc4ccccc4)C(=O)[C@@H]3[C@]3(Cc4ccccc4)C(=O)N(c4ccccc4)C(=O)N23)c1	2%	13%	17%	-9%	0.3%
C/C(=N\N=C(/N)SC1CC(=O)N(c2ccccc2)C1=O)c1cccs1 (centres undefined)	-5%	5%	8%	5%	2.0%
COC(=O)c1ccc(OC(=O)C2CC(=O)N(c3cccc(C)c3)C2)cc1 (centres undefined)	-3%	23%	-5%	10%	i
COC(=O)C1(C)NC(c2ccco2)C2C(=O)N(c3ccc(C)cc3)C(=O)C21 (centres undefined)	-7%	-3%	-4%	-13%	2.0%
O=C(Nc1ccc(N2CCCCC2)cc1)c1ccc2c(c1)OCCO2	-1%	26%	8%	-3%	2.2%
NC(CCCCCP(=O)(c1ccccc1)c1ccccc1)C(=O)O (centres undefined)	-3%	-12%	nt	7%	nt
CCc1ccc(C2c3[nH]c4ccccc4c3CCN2C(=O)c2ccc(=O)n(C)n2)cc1 (centres undefined)	50µM*	12%	-5%	-5%	5.0%
Cc1cc(C)nc(Nc2ccc(N3CCOCC3)cc2)n1	4%	2%	-11%	-4%	0.1%
COc1ccc(N(CC(=O)N/N=C(\C)CCc2ccccc2)S(=O)(=O)c2ccc(C)cc2)cc1	-3%	2%	-3%	4%	4.2%
CN1C(=O)c2ccc(C(=O)NCc3ccccn3)cc2C1=O	-12%	-3%	-9%	-6%	2.2%
Cc1ccc(C(=O)NC2CCN(CC(=O)Nc3cccc([N+](=O)[O-])c3)CC2)cc1	1%	58%	0%	0%	4.9%
CCOC(=O)c1c(C)[nH]c(C(=O)COC(=O)Cn2cc(C(F)(F)F)ccc2=O)c1C	-10%	nt	-7%	nt	i
Nc1nonc1-n1nnc(C(=O)c2ccccc2)c1-c1ccccc1	1%	14%	-1%	4%	3.5%
CCOC(=O)c1nnn2c1nc(N(CC)CC)c1ccccc12	-1%	-1%	-2%	8%	0.7%
Cc1cc(/C=N/NC(=O)c2nn(C)cc2Cl)c(C)n1-c1cccc(Br)c1	8%	9%	23%	-3%	0.9%

Remaining list, next part
SMILES	M. tuberculosis HTS	tuberculosis growth	influenza NS1A	Salmonella PhoP GFP	inhibitors of VEEV	others
O=C(N/N=C/C(Br)=C/c1ccccc1)C(O)c1ccccc1 (centres undefined)	-4%	6%	23%	2%	8.3%
CC1CCN(C(=O)COc2ccc(S(=O)(=O)N3CCOCC3)cc2)CC1	-8%	0%	-9%	-5%	0.7%
Cc1c(C(=S)Nc2ccccc2)cnn1-c1ccccc1	-4%	14%	42%	-2%	0.7%
COc1ccc(NC(=O)c2ccc(C)cc2)c(OC)c1	5%	47%	17%	-3%	0.9%
CC(=O)Nc1ncc(N=Nc2cccc(C(F)(F)F)c2)s1	8%	-3%	19%	0%	i
CN(c1ccc(OCC(=O)OCC(=O)Nc2ccc(F)cc2)cc1)S(=O)(=O)c1ccc(Cl)cc1	1%	71%	-7%	-12%	i
CC(C)Oc1ccc(C(=O)OCC(=O)NC2CCCCCC2)cc1	6%	76%	0%	nt	7.8%
O=C1NN(c2ccccc2)C(=O)/C1=C/c1cccs1	12%	66%	nt	-3%	nt
CCCCn1c(N)c(N(CCOC)C(=O)c2ccc(OCc3c(C)noc3C)cc2)c(=O)[nH]c1=O	-12%	14%	-6%	nt	i
CCN(CC)S(=O)(=O)c1ccc(NC(=O)c2cnc(C)cn2)cc1	-3%	-11%	-3%	1%	0.2%
COC(=O)C(Cc1ccccc1)NC(=O)CSc1nc(N)cc(=O)[nH]1 (centres undefined)	4%	13%	1%	-7%	1.1%
Cc1ccc(C(=O)N2CCCC(CCC(=O)N3CCN(c4ccccn4)CC3)C2)cc1C (centres undefined)	11%	13%	7%	-14%	i
Cc1ccc(C)c(Cn2c(CO)nc3ccccc32)c1	3%	18%	-9%	-5%	0.7%
COc1ccc(-c2cc(-c3ccccc3)nc(SCC(=O)Nc3nccs3)c2C#N)cc1	7%	9%	-4%	1%	0.7%
CCOC(=O)c1c(NC(=O)C2C3C=CC(C3)C2C(=O)O)sc2c1CC(C)CC2 (centres undefined)	-8%	12%	4%	9%	0.3%

Among those listed so far, 11 contain an aryl thioether with sulfur outside any ring:
SMILES	M. tuberculosis HTS	tuberculosis growth	influenza NS1A	Salmonella PhoP GFP	inhibitors of VEEV	others
COc1ccc(-c2nc3ccc(C)cn3c2NCc2ccccc2)cc1SC1CCCCC1	5%	32%	6%	3%	i
CCn1c(Cc2ccccc2)nnc1SCC(=O)Nc1ccc(N)cc1	2%	5%	-1%	19%	0.4%
CCc1cc2c(=O)n(-c3ccccc3)c(SCC(=O)O)nc2s1	-4%	-4%	-6%	12%	1.1%
Cc1cc(C(=O)CSc2nnnn2-c2ccccc2)c(C)n1-c1ccc2c(c1)OCO2	25%	42%	-3%	-2%	i
Cn1cnnc1SCC(=O)NC(=O)NC1CCCC1	-8%	9%	-1%	-11%	0.7%
Cc1ccc(-c2ccc(SCC(=O)NCC3CCCO3)nn2)cc1 (centres undefined)	0%	71%	9%	19%	i
O=C1CC[C@H](O)CCN1CCSc1ccc(Br)cc1	-3%	9%	1%	nt	0.3%
CCc1nc(SCC(=O)Nc2ccc(N(C)C)cc2)c2ccccc2n1	0%	18%	26%	27%	i
C[C@H](NC(=O)OC(C)(C)C)c1nnc(SCC(=O)Nc2ccc(Br)cc2)o1	4%	10%	-27%	9%	1.9%
COC(=O)C(Cc1ccccc1)NC(=O)CSc1nc(N)cc(=O)[nH]1 (centres undefined)	4%	13%	1%	-7%	1.1%
COc1ccc(-c2cc(-c3ccccc3)nc(SCC(=O)Nc3nccs3)c2C#N)cc1	7%	9%	-4%	1%	0.7%
